Screening results: PubChem BioAssay, National Center for Advancing Translational Sciences (NCATS)
Tb PFK inh: inhibitors of T. brucei phosphofructokinase | Potency, µM (highest dose often 57.5 µM), for inactives: at the top dose activity, negative = inhibition, usual class: inhibitors | AID 485367 | O15648 | hit rate 0.17% among 330,000 | T. brucei PFK, ADP-Glo luminescence;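 note: potency is the fitted concentration of half-maximal effect; 0% = uninhibited 1x PFK enzyme wells and -100% = no-enzyme wells; nearly all actives have a fitted effect of over 60% in size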
Target sequence (O15648 whole entry, looked up): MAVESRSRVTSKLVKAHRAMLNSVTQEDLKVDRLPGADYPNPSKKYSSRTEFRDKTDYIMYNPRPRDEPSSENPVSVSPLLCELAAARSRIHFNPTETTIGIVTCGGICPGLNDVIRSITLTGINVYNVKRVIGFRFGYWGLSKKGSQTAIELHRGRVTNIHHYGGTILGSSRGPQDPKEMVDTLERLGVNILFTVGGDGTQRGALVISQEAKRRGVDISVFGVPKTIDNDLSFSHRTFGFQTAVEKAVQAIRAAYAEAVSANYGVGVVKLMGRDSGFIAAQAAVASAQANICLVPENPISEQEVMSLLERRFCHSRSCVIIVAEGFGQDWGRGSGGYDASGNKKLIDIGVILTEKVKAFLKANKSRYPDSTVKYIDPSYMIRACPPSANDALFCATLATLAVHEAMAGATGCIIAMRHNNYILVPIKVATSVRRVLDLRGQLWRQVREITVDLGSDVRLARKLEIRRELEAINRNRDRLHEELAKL
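Activity is normalized to no-enzyme wells (full inhibition) and 1.25 nM enzyme wells (no inhibition). Reaction: 0.5 mM F6P, 0.1 mM ATP, 45 min RT, ADP-Glo luminescence; concentration-response curves fitted and classed by quality.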
ELG1 genotoxic: inducers of genotoxicity in HEK293T ELG1-luciferase cells. HEK293T ELG1-luciferase reporter, luminescence, 16 h. Potency, µM (titrated, usually from 46 µM), for the others: at the highest dose activity change, positive = activation, usual class: activators. hit rate 1.3% among 330,000; note: potency is the fitted concentration of half-maximal effect; % of control where 0% means no effect; nearly all actives have a fitted effect of over 60% in size
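Luminescence read-out: rising ELG1-luciferase signal, reflecting elevated ELG1 protein under genetic stress, flags genotoxic compounds. Cells were treated for 16 hr at 37 °C before ONE-Glo detection.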
Coupling enz: counter-screen for Giardia aldolase inhibitors: coupling enzyme system; coupling enzyme system counterscreen, AmpLite Red fluorescence; activity change, negative = inhibition, % at 58.2 µM, hits read low; hit rate 0.67% among 290,000; in the data active = activity change below about -30%; note: % is set by controls: 0 for no effect and ±100 for the full control effect
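Activity here indicates interference with the coupling reaction, not aldolase inhibition. Compounds at 57.5 uM final met coupling enzymes for 10 min at RT; substrate and AmpLite Red detection followed, with a 525/598 nm fluorescence read after 20 min.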
NPC1 promoter act: activators of NPC1 promoter. AID 485313. Potency, µM (doses to about 9.22 µM), for inactives: at the top dose activation, usual class: activators. Huh7 NPC1 promoter luciferase reporter, 24 h. hit rate 2.4% among 320,000;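 note: potency is the fitted concentration of half-maximal effect; % of control where 0% means no effect; nearly all actives have a fitted effect of over 60% in size; reporter is driven by a mutant NPC1 promoter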
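Compounds in DMSO were transferred onto Huh7 NPC1-luciferase reporter cells pre-incubated 2 h; after 24 h at 37 °C, Amplite reagent was dispensed and luminescence recorded 10 min later.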
Giardia kill: Giardia lamblia killing; Giardia lamblia trophozoite viability; activity change, % at 7.66 µM, hits read low; hit rate 0.15% among 340,000; in the data active = activity change below about -80%; inconclusive = between about -30% and that limit;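 note: parasites exposed to compound for two days anaerobically before the ATP read; % is set by controls: 0 for no effect and ±100 for the full control effect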
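Anaerobic 48 hrs incubation at 37 deg C of 100 trophozoites/well with test compounds; ATPLite 1-Step luminescence, 15-30 min RT, reports cellular ATP as viability.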
KCNH2 3.1 inh: blocks the human KCNH2 3.1 channel isoform; U2OS KCNH2 3.1, thallium flux FluxOr; stronger effect = lower value; hit rate 0.95% among 340,000; activity change, % (tested at about 1.8 µM); AID 720553;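 active = maximum activity change below -70%; inconclusive = maximum activity change from -70% to -50%; inactive = maximum activity change above -50%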;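 note: thallium influx rate constant from kinetic fluorescence after stimulation buffer; % is set by controls: 0 for no effect and ±100 for the full control effect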
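Thallium flux via FluxOr fluorescence (Red40 quencher, 45 min loading) in U2OS cells virally expressing the KCNH2 3.1 isoform (1.77 x 10^8 /mL virus, overnight at 37 C). Rate constants from 2-min kinetic reads post-stimulation, normalised to positive and negative controls.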
Rab9 prom act: activators of Rab9 promoter; Huh7 Rab9 promoter-luciferase reporter, luminescence, 24 h; Potency, µM (highest dose often 9.22 µM), inactives show at the top dose activation, negative = inhibition, actives largely listed as activators; hit rate 2.8% among 320,000; note: potency is the fitted concentration of half-maximal effect; % of control where 0% means no effect; nearly all actives have a fitted effect of over 60% in size
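Cells were plated at 1500 per well in reduced-serum medium with 10% FBS and left 2 h. Compound in DMSO was then added for 24 h at 37 °C. Reporter signal was read by luminescence after 10 min with luciferase detection reagent.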
Gal4-VP16 FLuc: counter-screen for ROR gamma inhibitors: Gal4-VP16 reporter; Drosophila S2 Gal4-VP16 UAS-luciferase, luminescence, 20 h; Potency, µM (top dose mostly 53.6 µM), for inactives: top-dose activity, negative = inhibition, actives largely listed as inhibitors; hit rate 3.5% among 310,000; AID 2546;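 note: Gal4-VP16 expression switched on by copper sulfate through the metallothionein promoter; potency is the fitted concentration of half-maximal effect; % is set by controls: 0 for no effect and ±100 for the full control effect; nearly all actives have a fitted effect of over 50% in size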
RORg inh: ROR gamma (mouse) transcription inhibition | P51450 | Drosophila S2 Gal4-RORgamma UAS-luciferase reporter, 20 h | Potency, µM (doses to about 53.6 µM), for inactives: top-dose activity change, negative = inhibition, most hits filed as inhibitors | hit rate 5.4% among 310,000; note: potency is the fitted concentration of half-maximal effect; % is set by controls: 0 for no effect and ±100 for the full control effect; nearly all actives have a fitted effect of over 60% in size
Target sequence (P51450 whole entry, looked up, the tested form may be a part): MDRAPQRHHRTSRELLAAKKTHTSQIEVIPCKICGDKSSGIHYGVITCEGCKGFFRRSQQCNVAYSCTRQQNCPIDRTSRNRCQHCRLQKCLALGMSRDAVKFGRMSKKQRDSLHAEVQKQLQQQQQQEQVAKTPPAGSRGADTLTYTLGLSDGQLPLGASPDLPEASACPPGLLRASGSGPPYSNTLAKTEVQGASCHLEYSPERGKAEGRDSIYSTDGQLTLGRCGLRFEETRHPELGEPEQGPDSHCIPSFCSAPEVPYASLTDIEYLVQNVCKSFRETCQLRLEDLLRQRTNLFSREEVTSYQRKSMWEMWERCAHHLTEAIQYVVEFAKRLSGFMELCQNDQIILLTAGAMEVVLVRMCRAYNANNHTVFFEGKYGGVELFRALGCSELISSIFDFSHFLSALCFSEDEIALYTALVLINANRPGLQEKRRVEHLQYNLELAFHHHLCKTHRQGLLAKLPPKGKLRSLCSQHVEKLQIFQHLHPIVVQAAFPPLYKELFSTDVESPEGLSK
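ROR gamma transcriptional activity was tracked as Gal4-UAS luciferase output in stably transfected Drosophila Schneider cells, with compound added 1 hr before 700 uM copper sulfate induction and a 20 hr ambient-temperature incubation.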
FLuc counter: inhibits or activates purified firefly luciferase, miR-21 counter-screen | hit rate 6.9% among 360,000 | purified FLuc, Km substrates, luminescence inhibition | Potency, µM (doses to about 57.5 µM), inactives show top-dose activity change, negative = inhibition, most hits filed as inhibitors | AID 588342;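 note: potency is the fitted concentration of half-maximal effect; plate controls were vehicle for no effect and reference inhibitor for full effect; nearly all actives have a fitted effect of over 55% in size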
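Purified P. pyralis luciferase, 10 nM final, with Km-level 10 uM D-luciferin and 10 uM ATP in 50 mM Tris acetate pH 7.5, 10 mM Mg acetate, 0.01% Tween-20, 0.05% BSA; 6-point qHTS titration about 60 µM downward; luminescence read.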
uPA generation: cell surface uPA generation inhibition | cell surface uPA generation assay, qHTS | Potency, µM (highest dose often 38.3 µM), for the others: at the highest dose activity change, negative = inhibition, most hits filed as inhibitors | hit rate 0.31% among 330,000 | AID 540303; active = well fitted inhibition curve with a large enough effect; inconclusive = small, poorly fitted or top-dose-only effect; inactive = no such curve, though single readings can be large or run the other way; tested in mouse RAW 264.7 cells; note: potency is the fitted concentration of half-maximal effect; % is set by controls: 0 for no effect and ±100 for the full control effect; nearly all actives have a fitted effect of over 55% in size
Starred values were filed as active, the others as inactive; & = joins results of further samples. Unless noted, calls come from the whole dose curve; as a rule, active = well fitted curve in the direction sought with a large enough effect; inconclusive = small, poorly fitted or top-dose-only effect, or another doubt; inactive = no such curve, though single readings can be large; an effect the other way counts as inactive or inconclusive.

Results for O=C(O)c1ccc(N/N=C/C=C/c2ccccc2[N+](=O)[O-])cc1 ?
Tb PFK inh: inconclusive; ELG1 genotoxic: inconclusive; Coupling enz: -1; NPC1 promoter act: 1.4µM*; Giardia kill: 14; KCNH2 3.1 inh: -2; Rab9 prom act: 1.4µM*; Gal4-VP16 FLuc: -25%; RORg inh: inconclusive; FLuc counter: 3.4µM*; uPA generation: 7%

How did C=CCC1Cc2c(Br)cccc2C(CC=C)N1 (stereo not given) do in these assays?
Tb PFK inh: -1%; ELG1 genotoxic: -1%; Coupling enz: 6; NPC1 promoter act: 3%; Giardia kill: 3; KCNH2 3.1 inh: 22; Rab9 prom act: -11%; Gal4-VP16 FLuc: -14%; RORg inh: -24%; FLuc counter: 2%; uPA generation: -24%

How did COc1ccc(C(=O)N2CCN(C(=O)C3COc4ccccc4O3)CC2)cc1OC (stereo not given) do in these assays?
Tb PFK inh: 0%; ELG1 genotoxic: -2%; NPC1 promoter act: -6%; Giardia kill: -11; KCNH2 3.1 inh: 7; Rab9 prom act: 0%; Gal4-VP16 FLuc: 7%; RORg inh: -2%; FLuc counter: 0%; uPA generation: 3%

Results for Cc1ccc(SCC(=O)c2ccc(CC(=O)O)s2)cc1 ?
Tb PFK inh: inconclusive; ELG1 genotoxic: 5%; Coupling enz: 15; NPC1 promoter act: 11%; Giardia kill: 10; KCNH2 3.1 inh: 7; Rab9 prom act: 2%; Gal4-VP16 FLuc: -24%; RORg inh: 1%; FLuc counter: inconclusive; uPA generation: 4%

Results for O=C(NCCS(=O)(=O)NC1CCCC1)c1ccccc1 ?
Tb PFK inh: -3%; ELG1 genotoxic: 1%; NPC1 promoter act: 3%; Giardia kill: 20; KCNH2 3.1 inh: 10; Rab9 prom act: 1%; FLuc counter: 2%; uPA generation: 4%

How did CCC(C)Cn1c(C)nc2ccccc21 (stereo not given) do in these assays?
Tb PFK inh: 3%; ELG1 genotoxic: -6%; Coupling enz: -1; NPC1 promoter act: -2%; Giardia kill: 10; KCNH2 3.1 inh: 2; Rab9 prom act: -2%; Gal4-VP16 FLuc: 13µM*; RORg inh: 13µM*; FLuc counter: 3%; uPA generation: -3%

What do the screens show for `Cc1cccc(/C=N/NC(=O)c2ccc3c(c2)OCCO3)c1O`?
Tb PFK inh: -11%; ELG1 genotoxic: 0.13µM*; NPC1 promoter act: 0.89µM*; Rab9 prom act: 0.5µM*; Gal4-VP16 FLuc: 2.5µM*; RORg inh: 3.5µM*; FLuc counter: 0.38µM*

Results for Cc1cc2[nH]c(=O)c(=O)[nH]c2cc1S(=O)(=O)N1CCN(c2cccc(Cl)c2)CC1 ?
Tb PFK inh: -12%; ELG1 genotoxic: -1%; Coupling enz: 0; NPC1 promoter act: -3%; Giardia kill: 1; KCNH2 3.1 inh: 4; Rab9 prom act: 2%; Gal4-VP16 FLuc: -26%; RORg inh: 10%; FLuc counter: -1%&2%; uPA generation: 13%

Results for Cc1[nH]c2ccccc2c1/C=N/NC(=O)c1cc(C(C)(C)C)[nH]n1 ?
Tb PFK inh: 1%; ELG1 genotoxic: -5%; Coupling enz: -6; NPC1 promoter act: 14%; Giardia kill: -1; KCNH2 3.1 inh: 19; Rab9 prom act: 0%; Gal4-VP16 FLuc: 0%; RORg inh: 15%; FLuc counter: 12µM*; uPA generation: -6%

What do the screens show for `Nc1ncnc2c1ncn2[C@@H]1O[C@H](CNCc2cccn2-c2nccs2)[C@@H](O)[C@H]1O`?
Tb PFK inh: 3%; ELG1 genotoxic: 4%; Giardia kill: 13; KCNH2 3.1 inh: -4; uPA generation: -3%

How did O=C(Nc1cccc(-c2csc(-c3ccccc3)n2)c1)c1cccs1 do in these assays?
Tb PFK inh: -3%; ELG1 genotoxic: -12%; Coupling enz: -5; NPC1 promoter act: 4%; Giardia kill: -1; KCNH2 3.1 inh: -13; Rab9 prom act: -1%; Gal4-VP16 FLuc: inconclusive; RORg inh: inconclusive; FLuc counter: 11µM*; uPA generation: -7%

Results for Cc1nc2ccc(S(=O)(=O)NCC(=O)Nc3ccc(F)cc3)cc2s1 ?
Tb PFK inh: 2%; ELG1 genotoxic: 1%; NPC1 promoter act: -11%; Giardia kill: -6; KCNH2 3.1 inh: -7; Rab9 prom act: -1%; Gal4-VP16 FLuc: -10%; RORg inh: 1%; FLuc counter: -1%; uPA generation: 1%

What do the screens show for `O=C(CN1C(=O)NC2(CCCCC2)C1=O)NCc1ccc2c(c1)OCO2`?
Tb PFK inh: -3%; ELG1 genotoxic: -2%; Coupling enz: 0; NPC1 promoter act: -1%; Giardia kill: -16; KCNH2 3.1 inh: 13; Rab9 prom act: 3%; Gal4-VP16 FLuc: 12%; RORg inh: 2%; FLuc counter: -4%; uPA generation: 20%

What do the screens show for `COc1ccccc1-c1cc(SC)c(C#N)c(=O)o1`?
Tb PFK inh: -23%; ELG1 genotoxic: -9%; Coupling enz: 3; NPC1 promoter act: -10%; Giardia kill: -15; KCNH2 3.1 inh: 34; Rab9 prom act: 1%; Gal4-VP16 FLuc: inconclusive; RORg inh: inconclusive; FLuc counter: 3%; uPA generation: 11µM*

Results for Cc1noc(C)c1CSc1cc(C)c2ccccc2n1 ?
Tb PFK inh: -5%; ELG1 genotoxic: 1%; Coupling enz: 0; NPC1 promoter act: 1%; Giardia kill: 6; KCNH2 3.1 inh: 8; Rab9 prom act: 6%; Gal4-VP16 FLuc: 2%; RORg inh: -25%; FLuc counter: 2%; uPA generation: -4%

How did COc1ccc(CNC(C)CCc2ccccc2)cc1 (stereo not given) do in these assays?
Tb PFK inh: -2%; ELG1 genotoxic: 2%; Coupling enz: 1; NPC1 promoter act: 3%; Giardia kill: -6; KCNH2 3.1 inh: -46; Rab9 prom act: 0%; FLuc counter: 7%; uPA generation: -1%

How did COc1ccc(NC(=O)CSc2nc(O)cc(=O)n2C)cc1 do in these assays?
Tb PFK inh: -10%; ELG1 genotoxic: 4%; Coupling enz: 8; NPC1 promoter act: 1%; Giardia kill: -8; KCNH2 3.1 inh: 1; Rab9 prom act: -3%; Gal4-VP16 FLuc: -1%; RORg inh: 34%; FLuc counter: inconclusive; uPA generation: 8%

Results for O=C(CCl)N1c2ccccc2SCC1c1ccccc1 (stereo not given) ?
Tb PFK inh: -3%; ELG1 genotoxic: -13%; Coupling enz: 2; NPC1 promoter act: 16%; Giardia kill: 1; KCNH2 3.1 inh: -7; Rab9 prom act: -22%; Gal4-VP16 FLuc: 14µM*; RORg inh: 11µM*; FLuc counter: -2%; uPA generation: -18%

What do the screens show for `COc1ccc(N(C(=O)c2ccco2)S(=O)(=O)c2cc(Cl)c(Cl)cc2Cl)cc1`?
Tb PFK inh: 1%; ELG1 genotoxic: -5%; Coupling enz: -1; NPC1 promoter act: -7%; Giardia kill: 7; KCNH2 3.1 inh: 8; Rab9 prom act: -5%; Gal4-VP16 FLuc: 4%; RORg inh: 16%; FLuc counter: 0%

How did Cc1ccc(NC(=O)C(=O)NCCN2CCN(Cc3ccc([N+](=O)[O-])cc3)CC2)cc1 do in these assays?
Tb PFK inh: 1%; ELG1 genotoxic: -2%; Coupling enz: -1; NPC1 promoter act: -5%; Giardia kill: -6; KCNH2 3.1 inh: -108*; Rab9 prom act: -8%; Gal4-VP16 FLuc: 8%; RORg inh: 23%; FLuc counter: -1%; uPA generation: -3%

Results for COc1ccccc1/C=C/C(=O)OCC(=O)Nc1ccc(Cl)cn1 ?
Tb PFK inh: 2%; ELG1 genotoxic: 13%; Coupling enz: -3; NPC1 promoter act: -3%; Giardia kill: inconclusive; KCNH2 3.1 inh: -13; Rab9 prom act: -7%; Gal4-VP16 FLuc: -1%; RORg inh: -1%; FLuc counter: -2%; uPA generation: 2%

Results for COc1ccc(S(=O)(=O)Oc2ccccc2C(=S)N2CCOCC2)cc1 ?
Tb PFK inh: 3%; ELG1 genotoxic: -9%; NPC1 promoter act: 7%; Rab9 prom act: 16%; Gal4-VP16 FLuc: 13%; RORg inh: -17%; FLuc counter: 5%

How did CCC(=O)Nc1ccc(C(=O)CSc2nc3ccccc3cc2CC)cc1 do in these assays?
Tb PFK inh: -6%; ELG1 genotoxic: -6%; Coupling enz: 3; NPC1 promoter act: -4%; Giardia kill: -13; KCNH2 3.1 inh: -21; Rab9 prom act: -4%; Gal4-VP16 FLuc: inconclusive; RORg inh: inconclusive; FLuc counter: -2%; uPA generation: 5%
